UPR XBP1 act: adaptive UPR (XBP1) activation. CHO-XBP1 luciferase reporter, IRE1-XBP1 UPR activation, luminescence; percent of tunicamycin response, DMSO as zero. activation, % at 20 µM. hit rate 0.33% among 330,000;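 active = versus positive control, 20 µM dose yields 30% or more activation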;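 also: 100% = tunicamycin at 10 µg/mL and 0% = DMSO only wells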
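Material: CHO-XBP1 cells stably carrying IRE1-XBP1-driven luciferase reporter / Amount: 1000 cells per well / Compound: 20 µM, 1% DMSO / Times: 6 h treatment, 37 °C / Detection: luciferase luminescence / Measure: % activation of reporter signal versus tunicamycin and DMSO controls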
CCR6 antag: antagonists of human CCR6 receptor. hit rate 0.49% among 340,000. inhibition, % at 20 µM. AID 493098. CHO-K1 CCR6 PathHunter beta-arrestin, luminescence, CCL20-stimulated. P51684;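 active = compounds whose inhibition of the agonist-driven luminescence signal at 20 µM reaches about 50%, limit read from the data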;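 also: cells stimulated with CCL20 at 14 nM final; plate controls were DMSO with CCL20 for no effect and DMSO without agonist for full effect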
tim23-1 inh: inhibits growth of tim23-1 mutant yeast; S. cerevisiae tim23-1 growth, BacTiter-Glo luminescence, 24 h; inhibition, % at 20 µM; hit rate 1.3% among 330,000;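 active = growth inhibition of the mutant yeast at or above 50%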;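 also: temperature-sensitive mutant grown at 25 °C; plate controls were DMSO-treated mutant yeast for no effect and medium wells lacking yeast for full effect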
CXCR6 block: inhibitors of human CXCR6 receptor; O00574; CHO-K1 PathHunter CXCR6 beta-arrestin, luminescence; inhibition, % at 20 µM; hit rate 0.36% among 360,000; in the data active = inhibition above about 34%, passing the limit was not always enough;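 also: antagonist mode with CXCL16 agonist at 10 nM final; 0% = 10 nM CXCL16 with DMSO and 100% = unstimulated wells without agonist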
APJ antag: antagonists of human APJ apelin receptor; hit rate 0.32% among 330,000; inhibition, % at 20 µM; CHO-K1 APJ beta-arrestin complementation, luminescence; P35414;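 active = inhibition above about 40% at 20 µM, limit read from the data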;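 also: cells challenged with 10 nM apelin-13 agonist together with compound; plate controls were apelin-13 plus DMSO wells for no effect and DMSO wells lacking apelin-13 for full effect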
Mdm2-MdmX inh: human Mdm2/MdmX binding inhibition | O15151+Q00987 | SaOS-2 split-luciferase Mdm2/MdmX complementation, luminescence | inhibition, % at 8 µM | hit rate 3% among 330,000 | AID 485346;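 active = inhibition of at least 50% at 8 µM in the primary screen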
Target sequence (O15151 whole entry, looked up): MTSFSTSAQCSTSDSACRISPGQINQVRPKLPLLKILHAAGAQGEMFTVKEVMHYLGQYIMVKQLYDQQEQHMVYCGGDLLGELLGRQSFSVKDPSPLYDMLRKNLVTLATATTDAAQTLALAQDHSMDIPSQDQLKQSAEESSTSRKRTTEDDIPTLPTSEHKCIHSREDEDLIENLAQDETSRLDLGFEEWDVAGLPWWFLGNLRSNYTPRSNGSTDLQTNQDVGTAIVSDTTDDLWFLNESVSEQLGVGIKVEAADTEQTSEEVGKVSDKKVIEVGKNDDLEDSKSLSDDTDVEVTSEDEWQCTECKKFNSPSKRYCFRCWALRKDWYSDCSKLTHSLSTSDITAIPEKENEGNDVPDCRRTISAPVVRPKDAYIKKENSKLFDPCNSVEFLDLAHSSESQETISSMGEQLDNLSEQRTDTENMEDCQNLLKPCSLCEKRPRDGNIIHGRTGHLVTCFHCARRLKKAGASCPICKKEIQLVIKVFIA
Target sequence (Q00987 whole entry, looked up): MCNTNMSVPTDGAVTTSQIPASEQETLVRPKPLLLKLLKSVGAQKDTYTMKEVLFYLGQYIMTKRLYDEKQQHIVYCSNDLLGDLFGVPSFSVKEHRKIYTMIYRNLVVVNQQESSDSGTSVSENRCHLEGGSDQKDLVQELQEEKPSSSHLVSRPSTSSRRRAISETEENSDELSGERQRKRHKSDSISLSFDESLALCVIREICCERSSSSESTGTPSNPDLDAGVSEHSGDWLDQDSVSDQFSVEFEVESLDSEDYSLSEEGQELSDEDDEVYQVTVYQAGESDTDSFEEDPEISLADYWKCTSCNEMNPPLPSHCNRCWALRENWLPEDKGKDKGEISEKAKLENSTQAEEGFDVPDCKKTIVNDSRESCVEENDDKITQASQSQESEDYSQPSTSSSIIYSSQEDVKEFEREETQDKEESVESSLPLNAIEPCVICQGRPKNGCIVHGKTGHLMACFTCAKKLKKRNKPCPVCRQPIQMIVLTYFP
UPR CHOP act: apoptotic UPR (CHOP) activation; CHO-CHOP luciferase reporter, luminescence; percent of tunicamycin response over DMSO baseline; activation, % at 10 µM; hit rate 0.34% among 330,000; AID 449763;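 active = at 10 µM dose, activation of 40% or more, normalized to positive control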;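 also: 100% = tunicamycin at 10 µg/mL and 0% = DMSO alone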
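Test system: CHO-CHOP cells, stable luciferase reporter of PERK-eIF2a-CHOP signalling | Quantity: 500 CHO-CHOP cells per well | Buffer or medium: F12 plus 10% serum | Compound dosing: 10 µM single point, 0.5% DMSO | Schedule: 6 h compound treatment, 37 °C | Signal: Luciferase luminescence | Control set: Tunicamycin high control, DMSO low control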
EBI2 block: antagonists of human EBI2 receptor; EBI2 beta-arrestin recruitment, luminescence, 7a,25-OHC stimulated; hit rate 0.81% among 360,000; P32249; inhibition, % at 5 µM; AID 651636; in the data active = inhibition above about 38%;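 also: enzyme fragment complementation signal reports receptor beta-arrestin coupling in cells; 0% = agonist plus DMSO wells and 100% = wells without agonist; some results beyond the cut were filed as inactive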
APJ agonist: APJ receptor agonism; activation, % at 20 µM; AID 2520; hit rate 0.11% among 330,000; CHO-K1 APJ PathHunter beta-arrestin, luminescence; 0% DMSO wells, 100% apelin;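 active = activation more than six SD over the plate average, tested at 20 µM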;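 also: 0% = DMSO alone and 100% = apelin-13 at 10 nM; some results filed as inactive read as strong as hits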
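Assay system: engineered CHO-K1 APJ arrestin reporter cells; Amount: 1000 CHO-K1 reporter cells seeded per well; Dosing: one dose, 20 µM compound, 1% DMSO; Times: compound stimulation 90 min at 25 °C, detection 60 min; Measured by: luminescent beta-gal fragment complementation, chemiluminescent substrate; Read-out: APJ–arrestin association signal; Controls: DMSO vs Apelin-13 10 nM.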
Active calls of the source: *. An excerpt. The share of hits here may be higher or lower than overall.

SMILES	UPR XBP1 act	CCR6 antag	tim23-1 inh	CXCR6 block	APJ antag	Mdm2-MdmX inh	UPR CHOP act	EBI2 block	APJ agonist
COc1ccc(CC(=O)Nc2ccc3c(c2)CCC3)cc1	1	6	17	-1	-1	-13	4.0	-13	-3
Cc1csc2nc(CNS(=O)(=O)c3ccc4c(c3)CCCC4)cn12	1	13	10	-1	7	7	-0.8	-3	-1
COc1ccc2c(c1)c(C(C)=O)c(C)n2C	-4	12	4	-2	-12	0	1.5	10	0
CC(Sc1cccc[n+]1[O-])C(=O)Nc1cccc(S(=O)(=O)N2CCOCC2)c1 (stereo unspecified)	-1	2	-1	5	-21	31	0.6	-4	-3
COc1ccc(C(O)c2nccn2Cc2ccccc2)cc1 (stereo unspecified)	1	-11	-2	-7	17	-11	0.0	-16	-1
Cc1nc(CCNC(=O)C2CCC(=O)N(Cc3ccc(Cl)cc3)C2)sc1C (stereo unspecified)	-4	12	1	-7	22	9	-2.7	23	-1
COc1ccc(OC)c(-c2nc3ccccc3nc2-c2ccccc2)c1	-4	11	20	8	-14	12	1.1	-3	-1
O=C(N=C1SC2CS(=O)(=O)CC2N1c1ccc(F)c(Cl)c1)C1CCCO1 (stereo unspecified)	-2	-4	10	9	-7	-20	0.3	-7	4
Cc1ccc(C)c(-c2nnc(NC(=O)Cc3ccc(F)cc3)o2)c1	-2	4	-15	9	-1	52*	-2.0	-11	0
Clc1ccc2nc(CSCc3ccccc3)cn2c1	-2	6	10	-1	-1	-121	1.3	5	1
CCOC(=O)c1cc(-c2ccc(C)o2)nn1CCC#N	2	13	-6	-2	23	19	-1.4	-5	-5
CCOc1cc(S(=O)(=O)n2c(C)nc3ccccc32)ccc1F	-1	14	-16	-3	3	9	-3.7	-2	-1
CC(C)c1ccc(C(=O)CSc2n[nH]c(-c3ccncc3)n2)cc1	-1	-4	-68	9	8	-3	0.1	-6	7
CC(C)(C)NC(=O)C(c1ccncc1)N(Cc1cccs1)C(=O)c1csnn1 (stereo unspecified)	0	4	1	4	-8	17	2.9	-12	-5
CCOC(=O)C1CCN(C(=O)/C=C/c2cc(OC)c(OC)c(OC)c2)CC1	-2	4	7	1	-7	10	0.0	28	-3
Cc1cc(N2CCN(Cc3ccc4c(c3)OCO4)CC2)n2ncnc2n1	0	-10	14	1	0	19	-1.2	-3	5
COc1ccc(/C=C2\SC(=S)N(CCC(=O)NCCCN3CCOCC3)C2=O)cc1	3	13	14	-11	20	-3	2.6	0	-4
O=C(NCc1ccccc1Cl)c1cccc2c1C(=O)c1ccc(-c3ccc(OC(F)(F)F)cc3)cc1S2(=O)=O	164*	0	3	-4	8	68*	128*	-2	0
O=C(NCc1cccc(F)c1)C1CCC(=O)N(C2CCCC2)C1 (stereo unspecified)	-1	11	6	1	-4	16	1.2	-10	-5
Cc1ccc2nc(C(=O)N3CCc4c([nH]c5ccccc45)C3c3ccccn3)cn2c1 (stereo unspecified)	1	13	48	2	-2	-1	2.4	-15	2
CC1NC(=S)N(Cc2ccccc2)C1=O (stereo unspecified)	-2	33	-1	9	22	5	1.1	4	-8
CCOC(=O)Cc1nnc(NC(=O)CSc2nnc3c4ccccc4n(C(C)C)c3n2)s1	-2	-8	18	5	22	0	-1.5	-14	1
CCSc1oc(-c2ccccc2)nc1S(=O)(=O)c1ccccc1	-4	23	32	-4	12	30	0.5	-3	-2
Cc1ccc(C(=O)c2c3ccc(C(F)(F)F)cc3nn2CCC(N)=O)cc1	3	12	27	3	10	21	3.7	-24	-2
COc1ccc(C(=O)Nc2cc3c(cc2Cl)OCCCO3)cc1	0	-3	25	-9	2	-212	5.8	6	-2
(further entries)
SMILES	UPR XBP1 act	CCR6 antag	tim23-1 inh	CXCR6 block	APJ antag	Mdm2-MdmX inh	UPR CHOP act	EBI2 block	APJ agonist
CCCCn1c(N)c(N(CC(C)C)C(=O)c2ccc(N3C(=O)CCC3=O)cc2)c(=O)[nH]c1=O	-1	5	-2	8	-44	-1	1.0	-6	-5
Cc1[nH]nc2c1C1(CCN(C(=O)c3ccccc3)CC1)C(C#N)=C(N)O2	-2	-4	11	2	8	-29	-1.1	2	0
C/C(=N\OC(=O)c1ccc(Cl)cc1)c1sc(-c2ccccc2)nc1C	1	0	18	-7	5	-52	4.4	-5	-2
CCCCn1c(N)c(N(CC)C(=O)C2=COCCO2)c(=O)[nH]c1=O	-3	0	-9	-6	12	28	1.1	0	-3
COc1ccc(C(C)=O)cc1CSc1nnc(-c2ccc(Cl)cc2)n1-c1ccccc1	1	13	45	11	7	63*	3.4	0	-8
NC(=O)C1CCN(C(=O)COc2cccc3cccnc23)CC1	-1	5	-8	5	2	-20	2.4	-42	-3
NC(=O)C1CCN(c2nc(-c3ccccc3F)cs2)CC1	3	5	13	5	10	-72	2.6	3	-2
Cc1nc2nc(-c3cccs3)[nH]c2cc1Br	3	7	61*	-9	-7	-79	6.3	7	5
Cc1ccc(C)c(N2CCN(C(=O)c3csc(C)c3C)CC2)c1	-2	10	35	5	3	-20	3.6	16	2
Cc1cc(Cl)ccc1OCCCC(=O)N1CCCc2ccccc21	-2	11	-38	22	-13	10	-0.5	15	-8
O=C(COc1ccc(Cl)cc1)NCc1nnc(SCC(=O)NC2CCCCC2)o1	1	9	-22	-8	-16	-3	-0.2	2	1
CCc1cc2c(NCCC(=O)O)ncnc2s1	-2	-4	5	-4	12	6	-0.5	0	-1
Cn1c(Cc2ccccc2)nnc1SCCC(=O)Nc1ccccc1	-1	-5	-13	0	10	0	0.2	4	-1
COc1ccc2c(c1)C(C)=CC(C)(C)N2C(=O)CN1C(=O)CCC1=O	1	-2	22	-2	11	-12	0.0	-5	-1
O=C(Nc1nc2ccccc2[nH]1)c1cc2ccccc2o1	1	35	5	16	22	-71	1.6	-2	0
Cn1ccnc1SCC(=O)c1ccc2ccccc2c1	5	10	14	-1	15	-33	0.1	11	-4
O=[N+]([O-])c1cc(S(=O)(=O)Nc2ccccc2)ccc1N1CCN(c2ccccc2)CC1	2	41	33	13	19	5	-0.6	3	-3
COc1ccc(/C=C/C(=O)Nc2cccc(C(C)=O)c2)cc1	2	10	-7	-1	-16	-27	5.0	23	-1
Cc1nn(-c2ccc(N3CCCCC3)nn2)c(C)c1CCC(=O)Nc1cccc(F)c1	0	3	25	-13	-8	-112	8.1	-6	5
O=C(Nc1ccccc1)C1=C[C@@H](C2CCCCC2)C[C@@H](OCc2ccc(CO)cc2)O1	4	3	2	2	2	96*	1.9	1	-3
CC(C)(C)c1ccc(C(=O)Nc2nonc2-c2nc3ccccc3[nH]2)cc1	-2	-3	-6	-6	5	37	3.8	-14	1
O=C(CNS(=O)(=O)c1cccc2nsnc12)NCCc1ccccc1	0	14	-9	5	27	22	0.7	-9	-4
CC1CCN(C(=O)CSc2nnc3c(n2)[nH]c2ccccc23)CC1	-5	10	10	-1	-1	6	1.0	-1	3
COc1cc(/C=N/NC(=O)NC23CC4CC(CC(C4)C2)C3)ccc1O	44*	7	50	2	-15	16	-0.2	24	-2
Cc1c(Cl)cccc1NC(=O)c1cc(-c2ccco2)on1	3	-4	-5	5	7	-20	0.6	2	-1

Reformatted comma-delimited: part of the list above
canonical_smiles,UPR XBP1 act,CCR6 antag,tim23-1 inh,CXCR6 block,APJ antag,Mdm2-MdmX inh,UPR CHOP act,EBI2 block,APJ agonist
CC(C)(C)c1ccc(C(=O)Nc2nonc2-c2nc3ccccc3[nH]2)cc1,-2,-3,-6,-6,5,37,3.8,-14,1
Cc1ccc(C)c(N2CCN(C(=O)c3csc(C)c3C)CC2)c1,-2,10,35,5,3,-20,3.6,16,2
Cn1ccnc1SCC(=O)c1ccc2ccccc2c1,5,10,14,-1,15,-33,0.1,11,-4
CCCCn1c(N)c(N(CC)C(=O)C2=COCCO2)c(=O)[nH]c1=O,-3,0,-9,-6,12,28,1.1,0,-3

Continued:
SMILES	UPR XBP1 act	CCR6 antag	tim23-1 inh	CXCR6 block	APJ antag	Mdm2-MdmX inh	UPR CHOP act	EBI2 block	APJ agonist
CCCCCn1c(CNC(=O)CCC)nc2ccccc21	-3	11	7	-1	-5	-17	4.3	-3	4
O=C(/C=C/c1ccc(O)cc1)c1ccc(NC2=C(N3CCCCC3)C(=O)c3ccccc3C2=O)cc1	2	28	8	7	-67	48	13	24	9
N#CC1(NC(=O)COc2cc(F)ccc2[N+](=O)[O-])CCCCC1	-1	-1	11	-10	7	11	-0.5	3	2
COc1ccc(-c2nc(C(F)(F)F)c(OC)o2)cc1OC	0	3	7	-2	4	-1	-0.7	-1	-4
Cc1ccc(C(=O)Nc2nc(COc3ccccc3)cs2)s1	2	-10	52*	-2	13	1	1.2	1	1
Cc1cn(C)c(=O)n(C)c1=O	-2	-1	5	-5	-1	5	-0.3	1	-2
O=C1CC(Nc2ccccc2)C(=O)N1c1ccc(N2CCOCC2)cc1 (stereo unspecified)	-1	7	-2	-1	4	24	1.4	-4	0
Cc1cc(C(=O)OCC(=O)N(C)C2CCS(=O)(=O)C2)c(C)n1-c1ccccc1 (stereo unspecified)	3	1	20	10	15	10	-0.2	14	-2
COc1ccc(-c2nnc(SCC(=O)N3CCCc4ccccc43)o2)cc1OC	-3	16	13	11	-4	11	-1.7	2	-1
O=c1c2ccccc2c(/C=N/n2cnnc2)c(O)n1-c1ccccc1F	4	-9	12	-3	-22	-11	0.9	-20	6
CN(C)c1ccc(/C=N/N=C(N)N)cc1[N+](=O)[O-]	-3	-14	-5	0	-36	5	-1.2	2	-1
O=C(OCc1cccc([N+](=O)[O-])c1)c1ccc[nH]c1=O	-5	-2	1	5	18	33	-0.8	-7	-5
COc1ccc(CNC(=O)c2c(N)n(CCCN3CCOCC3)c3nc4ccccc4nc23)cc1	7	-26	21	-18	5	56*	1.8	6	-1
CCOC(=O)c1[nH]c2ccccc2c1NC(=O)c1ccc(S(=O)(=O)N(C)C)cc1	-3	20	-13	1	3	22	0.4	-7	-4
COc1cccc(/C=N/Nc2cc(-n3nc(C)cc3-c3ccccc3)ncn2)c1O	2	-9	35	4	-10	59*	-1.4	12	-7
CCOc1ccccc1C(=O)N1CCC(n2nnc3cc(C(F)(F)F)ccc32)CC1	-1	13	-27	10	5	36	0.4	1	-3
COc1ccc(C(=O)NC2CC2)cc1OC1CCN(Cc2cnn(C)c2)CC1	-4	-9	-8	-10	-5	7	0.2	0	-3
CCOC(=O)c1cnc(Nc2nc3ccccc3o2)nc1CSC(=S)N1CCCCC1	17	67*	-18	22	44*	46	152*	15	-7
CCN(CC)CCOc1ncnc2c1oc1ccccc12	0	-6	17	5	10	-21	0.0	-12	-3
CCn1c(Cc2ccccc2)nnc1SCc1ccc([N+](=O)[O-])cc1	0	6	7	3	-6	24	-1.5	-4	-1
CC(C)NC(=O)CC(c1ccccc1)c1cc(Br)ccc1O (stereo unspecified)	0	1	12	-4	11	12	-0.7	4	-5
CCc1nc(NCCc2ccccn2)c2nnn(Cc3ccccc3F)c2n1	-2	7	-10	-3	5	0	-0.7	10	0

Screening results as filed in PubChem BioAssay.
